# Screens (PubChem)
# phage Ecoli inh – E. coli growth loss with phage present; 0.26% of 360,000 active; growth absorbance; AID 651602; inhibition, % at 11.9 µM; in the data active = inhibition above about 11%
# * marks the source's active call; other numbers are inactive results. Some of the compounds tested, so the mix of outcomes need not match the whole.
SMILES,phage Ecoli inh
COc1ccc(CCN2C(=O)COc3ccccc3C2C(=O)NCc2ccccc2)cc1OC (stereo not drawn),0.6
C=CCCC(=O)N1C[C@H]2CON(C)[C@H]2C[C@H]1c1ccc(-n2ccnc2)cc1,0.1
Cc1ccccc1NC(=O)Nc1nnc([C@@H]2C[C@H](O)[C@@H](CO)O2)s1,0.3
CC1(C(=O)NS(=O)(=O)c2ccccc2)CCN1C(=O)C1(c2ccc(Cl)cc2)CC1 (stereo not drawn),0.8
CS(=O)(=O)c1ccc(Nc2nc(C(N)Cc3ccc(C(F)(F)F)cc3)cs2)cc1 (stereo not drawn),2.1
CC1(C(=O)NS(=O)(=O)Cc2cccc(Cl)c2)CCN1C(=O)CC1CCCC1 (stereo not drawn),3.0
CC1(C(=O)NS(=O)(=O)c2ccc(Cl)cc2)CCN1C(=O)C1(c2ccc(Cl)cc2)CCC1 (stereo not drawn),3.1
C=CCn1c(C(C)n2c(-c3cnccn3)nc3ccccc32)nc2ccccc21 (stereo not drawn),-2.2
Cc1ccc(CN2CCC2(C)C(=O)NC2CCc3ccccc32)cc1 (stereo not drawn),4.2
CCc1nc2c(OCc3ccc(C(=O)OC)cc3)cccn2c1N(C)C(=O)c1ccc(OC)cc1,2.8
Fc1ccc(Nc2nnc(-c3ccncc3)s2)cc1Cl,5.6
COC(=O)[C@@]12C[C@@H](CC(=O)NCCCN3CCCC3=O)C(=O)N(Cc3ccc4c(c3)OCO4)C1=CCC(C)(C)C2,3.0
Cc1cc(C)c2cc(C#N)c(NCCNC(=O)c3cccnc3)nc2c1,1.4
CCc1ccc2c(c1)NC(=O)C2(C)Cc1ccccc1OC (stereo not drawn),0.7
OC(c1ccc(Cl)c(Cl)c1)c1ncc(-c2ccccc2C(F)(F)F)[nH]1 (stereo not drawn),3.0
CCc1nc2c(OCc3ccccc3C)cccn2c1N(C)C(=O)c1ccco1,1.2
Cc1c(C(=O)N(C)Cc2ccc(F)cc2)sc(=O)n1Cc1ccccc1C#N,2.4
COc1ccccc1CNc1nc2cc(-c3ccc(OC)c(OC)c3)sc2c(=O)n1C,-2.2
O=C(NCc1ccncc1)[C@@H]1CCCN1C(=O)[C@H]1CCCN1C(=O)c1cccs1,0.1
CCOC(=O)C1(C)CCCN(C(=O)c2ccc(F)cc2Cl)C1 (stereo not drawn),2.3
COc1cccc(CN2CCC(C(=O)NC(C)c3cccc4ccccc34)CC2)c1 (stereo not drawn),0.8
Cc1cc(Br)c2nc(-c3ccc(F)cc3)c(Cc3cccc(Cl)c3)n2c1,1.4
COCCNC(=O)C1(C)CCCN(C(=O)c2c(F)ccc(C)c2F)C1 (stereo not drawn),-0.4
C=C1C(=O)[C@]23C[C@H]1CCC2[C@@]1(C)C(C[C@@H]3O)[C@](C)(C(=O)O)CC[C@@H]1O (stereo partly drawn),3.9
O=C(O)c1c(Cl)cccc1Nc1ccccc1,4.0
COC(=O)Cc1ccc(OC2(C)CCN(Cc3ccccc3OC(F)F)C2)cc1 (stereo not drawn),0.5
COc1ccccc1Cc1c(C(C)(C)C)nc2ccc(C)cn12,-0.5
CCc1ccc(C(O)c2ncc(-c3cccc(C)c3)[nH]2)cc1 (stereo not drawn),1.8
COC(=O)[C@@H](Cc1ccccc1)NC(=O)[C@H]1O[C@@H](n2cnc3c(=O)[nH]c(N)nc32)[C@H](O)[C@@H]1O,1.4
COc1cc(C=C(C#N)C(=O)c2ccccc2)cc(OC)c1OC,3.9
COc1cccc(C(C)(O)c2nc(-c3ccccc3OC)cs2)c1 (stereo not drawn),0.7
O=C(N[C@H](C(=O)N1CCC[C@H]1C(=O)NCCc1ccccc1Cl)c1ccccc1)c1ccco1,1.3
CCOC(=O)[C@@H](C)N1[C@@H](C)[C@H](c2ccccc2)Oc2ccc(Cl)cc2S1(=O)=O,0.8
COC(=O)C1=C(C)N(C)C(=NCc2cc(OC)c(OC)c(OC)c2)NC1c1cccc(Cl)c1 (stereo not drawn),1.0
CCCCNC(=O)C[C@@H]1C[C@@]2(C(=O)OC)CCCCC=C2N(CCC2=CCCCC2)C1=O,2.9
Cc1ccccc1Cn1c(C)c(C(=O)NCCC#N)sc1=O,0.1
C[C@@H]1CN([C@@H](C)CO)C(=O)CCCn2cc(nn2)CO[C@H]1CN(C)C(=O)Nc1cccc(F)c1,2.1
Cc1ccc(NC(=O)C2(C)CCN2C(=O)C2(c3ccc(Cl)cc3)CC2)cc1 (stereo not drawn),2.2
COCCCNC(=O)c1cc(Cc2ccccc2)sc1N,0.5
CO[C@@H]1[C@H](O)CC[C@]2(O)CN(c3ccccc3)[C@](C)([C@H](O)CC=C(C)C)[C@@H]12,1.6
CCOC(=O)N(C)c1c(CC)nc2c(OCc3cccc(Cl)c3)cccn12,1.9
O=S1(=O)CC(N2CCCC2)CN1Cc1cn(Cc2ccc(C(F)(F)F)cc2)nn1 (stereo not drawn),2.4
O=S1(=O)CCSC[C@@H](CN2CCCC2)N1,2.3
Cc1cccc(COC[C@H](Cc2ccccc2)N2CCN(C(=O)c3ccc(Cl)c(Cl)c3)CCC2=O)c1,0.6
O=S1(=O)N[C@@H](Cc2ccccc2)COc2cc(N3CCC[C@@H]3CO)ccc21,4.4
O=C(NCc1ccc(F)cc1)c1[nH]c(C(F)(F)F)nc1-c1ccccc1,0.6
O=C1O[C@@H](c2ccccc2)C[C@@H](O)C(=O)CCCCc2ccccc21,3.4
COc1ccccc1CNC(=O)COc1cc(O)c2c(c1)OC(C)(C)CC2=O,0.7
O=C(NCc1ccccc1)C(c1ccccc1)n1c(=O)c(-c2cc3ccccc3[nH]2)nc2ccccc21 (stereo not drawn),2.1
CCOC(=O)[C@@H]1[C@H]2COc3ccccc3[C@@H]2N2C(=O)N(c3ccc(Br)cc3)C(=O)[C@@]12C,0.9
O=C(Nc1cc(S(=O)(=O)N2CCOCC2)ccc1N1CCCC1)c1ccccc1C(F)(F)F,0.4
Nc1ncnc2c1ncn2C1OC(CO)CC1O (stereo not drawn),3.4
CCc1nc2ccc(C(=O)Nc3cc(-c4ccccc4)ccc3OC)cn2c1N(CC)CC(=O)N(C)C,2.8
CN(c1cccc(F)c1)c1cc2c(c3c1ccn3C)C1CCC2O1 (stereo not drawn),2.3
CCC(CC)C(=O)N(C)c1c(C)nc2c(OCc3cc(Cl)cc(Cl)c3)cccn12,1.7
CC(C)(C)c1ccc(C(O)c2ncc(-c3ccccc3Cl)[nH]2)cc1 (stereo not drawn),0.6
O=S(=O)(Nc1ccc(C(O)(C(F)(F)F)C(F)(F)F)cc1)c1cccc2ccccc12,1.8
COc1ccc(CN(C)C(=O)[C@H]2O[C@@H](n3ccc(=O)[nH]c3=O)[C@H](O)[C@@H]2O)cc1OC,3.6
CCCNC(=O)c1cc(C2CCCCN2C(=O)c2ccc(NC(C)=O)cc2)on1 (stereo not drawn),1.8
Cc1ccc(Cn2cc(CN(C)C3CN(Cc4cn(Cc5ccc(C)cc5)nn4)S(=O)(=O)C3)nn2)cc1 (stereo not drawn),0.9

# Arranged by formula weight (rising): 6 of the compounds above
SMILES,phage Ecoli inh
Nc1ncnc2c1ncn2C1OC(CO)CC1O (stereo not drawn),3.4
CN(c1cccc(F)c1)c1cc2c(c3c1ccn3C)C1CCC2O1 (stereo not drawn),2.3
COc1ccc(CN(C)C(=O)[C@H]2O[C@@H](n3ccc(=O)[nH]c3=O)[C@H](O)[C@@H]2O)cc1OC,3.6
O=S(=O)(Nc1ccc(C(O)(C(F)(F)F)C(F)(F)F)cc1)c1cccc2ccccc12,1.8
CCOC(=O)[C@@H]1[C@H]2COc3ccccc3[C@@H]2N2C(=O)N(c3ccc(Br)cc3)C(=O)[C@@]12C,0.9
CCc1nc2ccc(C(=O)Nc3cc(-c4ccccc4)ccc3OC)cn2c1N(CC)CC(=O)N(C)C,2.8

# Next structures
SMILES,phage Ecoli inh
COC(=O)c1ccccc1S(=O)(=O)NC(=O)[C@H]1O[C@@H](n2ccc(=O)[nH]c2=O)[C@H](O)[C@@H]1O,3.0
COC(=O)C1=C(C)N(Cc2cccc(C(F)(F)F)c2)C(=NCc2ccc(C(F)(F)F)cc2)NC1c1ccccc1 (stereo not drawn),3.2
COc1ccc(CN2C[C@@]3(O)CC[C@@H](O)[C@@H](OC)[C@@H]3[C@@](C)(O)[C@@H]2CC=C(C)C)cc1,0.9
O=C(NCc1ccncc1)c1csc([C@@H]2O[C@H](CO)[C@@H](O)[C@H]2O)n1,3.0
Cn1nc(C(C)(C)C)cc1C(=O)NCC1CCN(C(=O)C(=O)c2cc3ccccc3o2)CC1,4.0
CNC(=O)C1Cc2c(-c3ccc4c(c3)OCO4)ccnc2O1 (stereo not drawn),2.1
CN(C)CCN(Cc1ccccc1)C(=O)c1[nH]c(C(F)(F)F)nc1-c1ccccc1,1.5
O=C(NC1CCCC1)C(C1CC1)n1c(-c2ccncc2)nc2ccccc21 (stereo not drawn),2.7
Cc1ccc(F)cc1C(=O)N1CCCCC1c1cc(C(=O)NCc2ccccc2)no1 (stereo not drawn),3.3
CCOC(=O)[C@]12CCCC=C1N(Cc1ccco1)C(=O)[C@H](CC(=O)NCC13CC4CC(CC(C4)C1)C3)C2,1.4
CCCCNC(=O)C(NC(=O)c1cccnc1)C(=O)c1ccccc1 (stereo not drawn),1.7
COc1cccc(CNC(=O)[C@H]2CCCN2C(=O)[C@H]2CCCN2C(=O)c2cc(F)cc(F)c2)c1,0.8

# Compounds above that have bromine:
SMILES,phage Ecoli inh
Cc1cc(Br)c2nc(-c3ccc(F)cc3)c(Cc3cccc(Cl)c3)n2c1,1.4
CCOC(=O)[C@@H]1[C@H]2COc3ccccc3[C@@H]2N2C(=O)N(c3ccc(Br)cc3)C(=O)[C@@]12C,0.9

# (continued)
SMILES,phage Ecoli inh
O=C(Nc1cccc(C(F)(F)F)c1)c1ccc2sc([C@@H]3O[C@H](CO)[C@H](O)[C@H](O)[C@H]3O)nc2c1,1.9
C[n+]1cc2c3c(ccc2c2ccc4cc5c(cc4c21)OCO5)OCO3,3.5
CCCCNC(=O)C1(C)CCN1C(=O)c1ccc(C)c(F)c1 (stereo not drawn),3.6
CN1OC[C@@H]2CN(Cc3ccc(Cl)cc3)[C@H](c3ccc(-n4ccnc4)cc3)C[C@@H]21,-0.2
Cc1cc2nc(NC(=O)C3(C)CCN3C(=O)C(C)C)[nH]c2cc1C (stereo not drawn),-0.3
O=C1c2ccccc2C(c2nnnn2Cc2ccccc2)N1Cc1ccco1 (stereo not drawn),-0.3
COC(=O)C1(C(=O)OC)C/C=C\CN(S(=O)(=O)c2ccccc2[N+](=O)[O-])CCC1,0.7
COC(=O)C1=C(C)N(Cc2ccccc2C(F)(F)F)C(=NCc2cc(OC)c(OC)c(OC)c2)NC1c1ccccc1 (stereo not drawn),1.4
CCCc1nc2c(C)cc(Br)cn2c1Cc1ccc(C)cc1,1.0
CCCCCCCCN1C(=O)[C@H](CC(=O)NCC23CC4CC(CC(C4)C2)C3)C[C@@]2(C(=O)OCC)CCC=C12,1.4
COC(=O)c1ccc2nc(-c3ccccc3)c(Cc3cccc(F)c3)n2c1,1.5
COc1cccc(OC)c1OCCN1CCC(C(=O)NC(c2ccc3c(c2)OCO3)c2ccccn2)CC1 (stereo not drawn),3.0

# Reprinted at random: 3 entries already listed, in no set order.
SMILES,phage Ecoli inh
CN1OC[C@@H]2CN(Cc3ccc(Cl)cc3)[C@H](c3ccc(-n4ccnc4)cc3)C[C@@H]21,-0.2
COc1cccc(OC)c1OCCN1CCC(C(=O)NC(c2ccc3c(c2)OCO3)c2ccccn2)CC1 (stereo not drawn),3.0
CCCc1nc2c(C)cc(Br)cn2c1Cc1ccc(C)cc1,1.0

# More entries follow.
SMILES,phage Ecoli inh
CC(c1ccccc1C(=O)O)c1cc(F)cc2ccccc12 (stereo not drawn),2.6
COC(=O)C[C@H]1N(S(=O)(=O)c2ccc(C)cc2)C(C(C)C)CC1(C(=O)OC)C(=O)OC (stereo partly drawn),0.3
CCCCNC(=O)C1C(c2ccccc2)=Nc2ccccc2N1C(=O)c1ccc2c(c1)OCO2 (stereo not drawn),0.2
COc1ccc(C(C(=O)Nc2c(C)cccc2C)N2CCN(c3ccc(C)cc3)CC2)cc1 (stereo not drawn),-3.1
CC1(C(=O)NCc2ccc(Cl)cc2)CCN1C(=O)Cc1ccc(Cl)cc1Cl (stereo not drawn),1.7
COc1ccc2c(c1)C(CC(C)=O)N(c1ccc(-c3cccnc3)cc1)C(c1ccsc1)=C2 (stereo not drawn),0.2
CCCc1c(Cc2cccc(F)c2)ncn1CCc1ccccc1OC,-1.9
COc1ccc(CN2C[C@@H](CO)O[C@@H](n3cnc4c(NCc5ccco5)ncnc43)C2)cc1,2.3
CCc1nc2c(OCCOc3ccc(F)cc3)cccn2c1N(C=O)Cc1ccc(OC)cc1,2.1
CCCCn1nnnc1C1(C)CCC(=O)N1c1ccc(N2CCOCC2)cc1 (stereo not drawn),5.6
COc1ccc(C(C)(NC(C)=O)c2nc(-c3cccc(C(F)(F)F)c3)cs2)cc1 (stereo not drawn),1.4
CC(C)Oc1ccc(F)cc1-c1cc(C(=O)Nc2ccc(C(C)(C)C)cc2)[nH]n1,0.6
CC(=O)Nc1ccc(C(=O)N2CCCCC2c2cc(C(=O)Nc3cccc(C#N)c3)no2)cc1 (stereo not drawn),2.0
CC(=O)N(C)C[C@@H]1Oc2cc(Br)ccc2S(=O)(=O)N([C@H](C)CO)C[C@@H]1C,1.2
CN(N=Cc1ccccc1O)C(=O)c1ccccc1N,2.3
COC(=O)C1=CN(c2ccc3c(c2)OCO3)C(N)=C(C#N)C1c1cccc(F)c1 (stereo not drawn),1.1
CCCNC(=O)C1(C)CCCN(C(=O)c2ccccc2OC(F)(F)F)C1 (stereo not drawn),4.9
Cc1ccc2ccccc2c1C(O)c1ncc(-c2ccc(Cl)cc2)[nH]1 (stereo not drawn),4.1
COc1ccc(NC(=O)C2(C)Cc3c(-c4ccc(C(N)=O)cc4)ccnc3O2)cn1 (stereo not drawn),4.0
COc1cccc(-c2ncn(CCc3ccccc3OC)c2C(C)C)c1,0.1
COc1ccccc1CCC(=O)Nc1ccc2c(c1)c(=O)n(C)n2C,1.4
Fc1ccc(CN2CCN(c3ncc(Cc4ccccc4)cn3)CC2)c(Cl)c1,1.7
Cc1cnc(C(=O)Nc2c(-c3ccccc3)[nH][nH]c2=O)cn1,-0.6
CSc1ccc(-c2cccc3nncn23)cc1,1.9
